Source: PubChem
PERK inh: inhibitors of human PERK kinase; CHO PERK-DD fusion, SEAP luminescence translation reporter; inhibition, % at 5.6 µM; 220,000 compounds, 0.17% hits; Q9NZJ5;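 active = inhibition above the mean inhibition of all tested compounds plus 3 SD, set separately per screening campaign, cut at about 2.9% in these data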;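 also: PERK kinase domain activated by AP20187 dimerizer at 100 nM; 0% = DMSO with dimerizer and 100% = rapamycin at 8.4 µM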
S1P4 antagonist: antagonists of human S1P4 receptor; S1P4-expressing cells, antagonist mode, reporter read-out; inhibition, % at 4.98 µM; 220,000 compounds, 0.26% hits; AID 1510; in the data active = inhibition above about 29%;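 also: 0% = wells stimulated with agonist and 100% = vehicle wells without agonist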
S1P4 ag: activates the human S1P4 receptor | 220,000 compounds, 0.35% hits | activation, % at 4.98 µM | O95977 | S1P4-expressing cell line, agonist reporter assay; in the data active = activation above about 11%;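 also: 0% = DMSO vehicle and 100% = reference agonist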
BaF3 parental: parental Ba/F3 viability inhibition as JAK2V617F counter-screen; 220,000 compounds, 1.1% hits; inhibition, % at 5.6 µM; CellTiter-Glo ATP luminescence;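 active = inhibition above a per-campaign cutoff, the mean inhibition of all tested compounds plus 3 SD, cut at about 27% in these data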;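 also: 0% = DMSO wells and 100% = JAK Inhibitor I control wells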
Ba/F3 V617F tox: lowers viability of Ba/F3 cells expressing EpoR and JAK2V617F. 220,000 compounds, 1.1% hits. ATP luminescence. inhibition, % at 5.6 µM. AID 1446;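 active = inhibition above the campaign mean plus 3 SD over all tested compounds, cut at about 24% in these data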;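 also: cytokine-independent growth of Ba/F3 cells driven by EpoR plus mutant JAK2; 0% = DMSO-treated cells and 100% = JAK inhibitor I control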
eIF4E 4G PPI: eIF4E/eIF4G interaction inhibition in translation initiation; inhibition, % at 21.7 µM; TR-FRET eIF4E-eIF4GI(517-606) binding, 2 h; P63073+Q04637; 220,000 compounds, 0.37% hits;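 active = inhibition above about 30%, limit read from the data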;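 also: 0% = full FRET control wells and 100% = background wells lacking eIF4GI fragment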
Target sequence (P63073 whole entry, looked up, the tested form may be a part): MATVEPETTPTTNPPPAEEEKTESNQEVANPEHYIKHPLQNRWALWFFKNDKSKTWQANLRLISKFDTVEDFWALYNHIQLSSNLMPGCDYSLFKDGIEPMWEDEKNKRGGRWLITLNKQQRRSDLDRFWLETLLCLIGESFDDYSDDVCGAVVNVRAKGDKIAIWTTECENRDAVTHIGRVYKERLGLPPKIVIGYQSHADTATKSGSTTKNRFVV
Target sequence (Q04637 whole entry, looked up, the tested form may be a part): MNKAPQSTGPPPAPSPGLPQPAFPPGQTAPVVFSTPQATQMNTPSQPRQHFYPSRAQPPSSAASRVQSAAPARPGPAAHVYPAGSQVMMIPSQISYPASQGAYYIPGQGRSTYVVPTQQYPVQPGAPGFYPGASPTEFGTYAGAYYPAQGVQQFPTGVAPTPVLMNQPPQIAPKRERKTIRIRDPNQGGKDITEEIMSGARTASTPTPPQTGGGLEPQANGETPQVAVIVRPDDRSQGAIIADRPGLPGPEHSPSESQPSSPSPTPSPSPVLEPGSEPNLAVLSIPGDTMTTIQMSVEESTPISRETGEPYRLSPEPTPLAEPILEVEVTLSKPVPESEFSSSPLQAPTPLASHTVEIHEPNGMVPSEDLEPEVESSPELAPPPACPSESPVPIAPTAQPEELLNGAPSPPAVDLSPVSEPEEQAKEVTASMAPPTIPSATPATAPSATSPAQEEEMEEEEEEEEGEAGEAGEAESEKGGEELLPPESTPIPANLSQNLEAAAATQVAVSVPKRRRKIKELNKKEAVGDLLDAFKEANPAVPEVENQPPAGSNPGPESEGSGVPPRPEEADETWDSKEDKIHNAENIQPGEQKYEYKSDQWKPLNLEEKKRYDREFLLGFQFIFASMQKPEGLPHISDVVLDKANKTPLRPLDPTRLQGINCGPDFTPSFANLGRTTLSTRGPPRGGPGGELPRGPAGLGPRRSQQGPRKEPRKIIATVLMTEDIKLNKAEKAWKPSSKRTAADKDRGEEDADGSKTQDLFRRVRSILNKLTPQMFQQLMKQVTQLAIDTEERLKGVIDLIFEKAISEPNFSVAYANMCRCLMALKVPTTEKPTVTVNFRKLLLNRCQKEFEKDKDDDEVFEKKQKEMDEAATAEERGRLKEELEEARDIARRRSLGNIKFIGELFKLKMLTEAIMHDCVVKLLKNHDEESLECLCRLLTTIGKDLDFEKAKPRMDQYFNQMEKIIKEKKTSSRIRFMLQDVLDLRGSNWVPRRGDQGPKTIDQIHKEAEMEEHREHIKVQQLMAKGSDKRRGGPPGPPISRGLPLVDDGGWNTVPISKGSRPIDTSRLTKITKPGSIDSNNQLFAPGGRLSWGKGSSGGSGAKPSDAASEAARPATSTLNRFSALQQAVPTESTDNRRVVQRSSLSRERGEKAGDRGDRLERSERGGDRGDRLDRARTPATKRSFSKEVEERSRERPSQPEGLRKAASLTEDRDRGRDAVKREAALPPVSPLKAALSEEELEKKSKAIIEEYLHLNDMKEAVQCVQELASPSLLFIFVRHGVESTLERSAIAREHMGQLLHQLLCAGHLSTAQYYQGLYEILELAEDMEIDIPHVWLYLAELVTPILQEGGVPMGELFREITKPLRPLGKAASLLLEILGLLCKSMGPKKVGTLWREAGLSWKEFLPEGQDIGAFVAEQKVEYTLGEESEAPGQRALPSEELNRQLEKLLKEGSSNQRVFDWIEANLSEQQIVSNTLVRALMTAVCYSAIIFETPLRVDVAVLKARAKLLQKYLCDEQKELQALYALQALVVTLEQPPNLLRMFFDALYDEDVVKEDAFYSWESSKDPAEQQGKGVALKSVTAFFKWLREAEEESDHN
MDM2 E3 inh: blocks human Mdm2 ubiquitin ligase activity | Q00987 | cell-based MDM2 ubiquitination luciferase reporter, 2 h; 0 = plate control, 100 = twice control, blank-subtracted | signal enhancement, % at 5 µM | 210,000 compounds, 0.11% hits | AID 1230;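 active = signal enhancement of 30% or more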;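 also: luminescence tracks abundance of the self-degrading MDM2-luciferase fusion protein; higher signal means inhibition of MDM2 E3 ligase activity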
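Assay system: mammalian cells stably expressing self-ubiquitinating, self-degrading MDM2 E3–luciferase fusion. Quantity: 2000 cells in each well. Medium: DMEM culture medium. Compound dosing: single-point 5 µM. Timing: cell settling 4 h, compound treatment 2 h, both 37 °C. Technique: luciferase luminescence. Read-out basis: percent signal gain over controls, blank-subtracted. Benchmarks: plate controls and plate blanks.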
Wee1 degr inh: human Wee1 degradation inhibition, primary screen; 220,000 compounds, 1.2% hits; reporter increase, % at 5 µM; AID 1321; P30291; HeLa Luc-Wee1K328M stability, luciferase luminescence; 100% = proteasome inhibitor MG132 effect;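 active = activation above the mean of all tested compounds plus 3 SD, set per screening run, cut at about 8.8% in these data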;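 also: cells exposed to compound for 20 h before luminescence read; 0% = DMSO alone and 100% = MG132 at 30 µM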
NPY2 pot ag: potentiators or agonists of human neuropeptide Y receptor Y2; cells expressing NPY-Y2, potentiator/agonist read-out; activation, % at 3.6 µM; 220,000 compounds, 0.45% hits; AID 1359; in the data active = activation above about 27%;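 also: cells stimulated with NPY near EC25 plus isoproterenol at EC100; 0% = vehicle plus submaximal agonist and 100% = vehicle plus saturating agonist; some results beyond the cut were filed as inactive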
An asterisk follows results filed as active; · = no result given; [ ] = remark or other dose. Random draw from the library. About 4.1% of those tested had a hit in this group.

#	structure	Ba/F3 V617F tox	S1P4 ag	S1P4 antagonist	BaF3 parental	PERK inh
1	COCCn1c(C)cc(C2=NNC(=Nc3ccc(OC)cc3)SC2)c1C	2	-1.6	-4	8	0.3
2	COc1cccc(NC(=O)N2CCCC(C(=O)NCc3ccc(F)cc3)C2)c1 (centres undefined)	-4	-3.7	-8	1	-0.1
3	O=c1cc(-c2ccccc2)nc2nc(-c3ccco3)[nH]n12	-2	-2.7	-12	4	-0.1
4	CC(C)C(=O)NC(=O)COC(=O)/C=C/c1cccs1	1	0.5	-16	6	1.1
5	O=C(Cc1nnc(NC(=O)Nc2ccccc2F)s1)NCc1ccccc1	3	-1.2	-2	0	0.1
6	CN(CCO)c1cc(N(C)CCO)c([N+](=O)[O-])cc1[N+](=O)[O-]	-1	0.4	8	5	0.1
7	Brc1c(CSc2nncn2-c2ccccc2)nc2ncccn12	-1	4.0	-12	0	0.1
8	C/C(=N/NC(=O)c1cc(-c2cccc([N+](=O)[O-])c2)n[nH]1)c1ccc(Cl)cc1	6	-1.1	-6	11	0.8
9	O=C(COC(=O)c1cccnc1Nc1ccccc1F)NCc1ccc2c(c1)OCO2	-2	0.3	-15	0	1.6
10	O=C(CN1CCOCC1)Nc1nc2ccc(Br)cc2s1	-1	9.9	5	2	0.4
11	COC(=O)C1=C(C)N(Cc2ccccc2)C(=O)/C1=C\c1ccco1	2	-0.2	5	0	-1.6
12	CCCCCC(=O)Nc1nc(C)c(-c2csc(Nc3cc(Cl)ccc3C)n2)s1	1	0.3	6	-1	-0.9

#	Wee1 degr inh	MDM2 E3 inh	eIF4E 4G PPI	NPY2 pot ag
1	-2	20	-15[fluorescence artefact?]	-1
2	1	6	-2	1
3	0	-16	-9	2
4	0	-3	6	-4
5	3	-6	-4	-6
6	3	-12	-1	-1
7	-3	11	5	14
8	1	-13	14	-4
9	1	-3	-8	10
10	-4	-5	6[fluorescence artefact?]	4
11	3	-4	1	-19
12	-1	-12	1	-3

(list continues)
#	structure	Ba/F3 V617F tox	S1P4 ag	S1P4 antagonist	BaF3 parental	PERK inh
13	CCOc1ccc(NC(=O)c2cccc3c2C(=O)N(Cc2cccnc2)C3)cc1	-4	1.9	-29	2	-0.8
14	Cc1ccc2nc(NC(=O)c3cc(-c4ccco4)nc4ccccc34)sc2c1	2	-1.2	-8	8	-0.3
15	CC1=NN(C(=O)c2ccoc2C)C(O)(C(F)(F)F)C1 (centres undefined)	5	-0.1	-10	-1	-0.6
16	O=C(Cn1ccc2ccccc2c1=O)NCC1COc2ccccc2O1 (centres undefined)	-1	-1.6	-2	4	0.9
17	CCOc1cc(CNc2ccccc2)cc(Br)c1OCC(=O)NC(C)(C)C	-2	0.1	-8	2	-0.4
18	CCOc1ccc(NS(=O)(=O)c2ccc(OCC)c3ncccc23)cc1	0	0.7	13	4	-0.9
19	COc1ccc(S(=O)(=O)N2CCOCC2)cc1NC(=O)c1cccc2c(=O)c(C)c(-c3ccccc3)oc12	-1	-1.8	-6	6	0.0
20	O=C(COC(=O)c1cc(NS(=O)(=O)c2cccs2)ccc1O)Nc1ccc(F)c(F)c1F	-4	0.3	8	0	0.7
21	Cc1ccc(OCC(=O)NC2CC(C)(C)NC(C)(C)C2)c(C)c1	-1	0.1	0	8	0.2
22	COc1ccc(N2CCN(C(=O)CSc3nnc(-c4cc5ccccc5cc4O)n3C)CC2)cc1	4	0.2	-2	8	-0.8
23	COc1ccccc1NC(=O)c1ccc(NC(=O)COC(=O)C2CC2C)cc1 (centres undefined)	0	-0.1	-15	3	0.1
24	COc1ccc(-c2csc(COC(=O)C(C)(C)C)n2)cc1	-3	-2.3	5	-1	1.5

#	Wee1 degr inh	MDM2 E3 inh	eIF4E 4G PPI	NPY2 pot ag
13	-3	1	5	3
14	0	6	3[fluorescence artefact?]	-121
15	1	-10	1	-11
16	0	-11	·	-11
17	-3	-21	9	-13
18	1	2	4	19
19	1	-2	2	14
20	-1	-8	0	17
21	3	-17	-2	-5
22	-3	-21	3	92*
23	-1	-15	-6	-2
24	-2	-8	2	-11

Four compounds out of the list, ordered by SMILES length, ascending:
#	structure	Ba/F3 V617F tox	S1P4 ag	S1P4 antagonist	BaF3 parental	PERK inh
16	O=C(Cn1ccc2ccccc2c1=O)NCC1COc2ccccc2O1 (centres undefined)	-1	-1.6	-2	4	0.9
18	CCOc1ccc(NS(=O)(=O)c2ccc(OCC)c3ncccc23)cc1	0	0.7	13	4	-0.9
14	Cc1ccc2nc(NC(=O)c3cc(-c4ccco4)nc4ccccc34)sc2c1	2	-1.2	-8	8	-0.3
13	CCOc1ccc(NC(=O)c2cccc3c2C(=O)N(Cc2cccnc2)C3)cc1	-4	1.9	-29	2	-0.8

#	Wee1 degr inh	MDM2 E3 inh	eIF4E 4G PPI	NPY2 pot ag
16	0	-11	·	-11
18	1	2	4	19
14	0	6	3[fluorescence artefact?]	-121
13	-3	1	5	3

Continuation.
#	structure	Ba/F3 V617F tox	S1P4 ag	S1P4 antagonist	BaF3 parental	PERK inh
25	CCCN(CC(=O)Nc1ccc(Cl)cc1Cl)C(=O)/C=C/c1ccco1	0	-0.5	-3	2	-0.5
26	COc1cccc(/C=N/Nc2ncnc3scc(-c4ccccc4)c23)c1OC	-3	0.1	-6	1	-1.5
27	C(=C\c1ccccc1)/CSc1nnc(-c2ccccn2)n1Cc1ccco1	9	1.6	1	16	-0.2
28	CCc1cccc(CC)c1NC(=O)COC(=O)CC1c2ccccc2CCN1S(=O)(=O)c1ccccc1 (centres undefined)	-1	2.4	-3	2	0.2
29	COc1ccc2c(c1)N(S(=O)(=O)c1ccccc1)CCC2=O	5	-0.9	1	9	-0.5
30	Cc1nn(C)c(Cl)c1CN1CCCC(CCC(=O)NCc2ccccc2F)C1 (centres undefined)	0	1.1	-9	8	0.3
31	Cc1cc(C)nc(SCc2cc(=O)c(OC(=O)c3ccc(S(=O)(=O)N(C)C)cc3)co2)n1	-3	-1.2	-20	7	1.3
32	O=C(C1=C[C@@H](c2coc3ccccc3c2=O)C[C@@H](OCCCCO)O1)N1CCN(Cc2ccc3c(c2)OCO3)CC1	5	-0.3	11	-3	0.8
33	COc1ccc(-n2cnc3scc(-c4ccc(OC)c(OC)c4)c3c2=O)cc1	1	0.8	0	9	-0.4
34	Nc1cccc(C2=Nc3cccc4cccc(c34)N2)c1	53*	-0.8	-13	7	1.3
35	COc1ccc(N(C(=O)/C=C/c2ccccc2)C2=CC3CCC(C2)N3C)cc1 (centres undefined)	5	-1.6	15	3	-2.5
36	COc1ccccc1N1C(=O)CC(N2CCc3ccccc32)C1=O (centres undefined)	-4	1.1	-4	4	-0.8

#	Wee1 degr inh	MDM2 E3 inh	eIF4E 4G PPI	NPY2 pot ag
25	2	-4	3[fluorescence artefact?]	-15
26	2	-11	8	-13
27	3	-7	2	-11
28	0	-12	1[fluorescence artefact?]	-10
29	-2	-12	7	4
30	2	7	0	-2
31	3	-11	-5	11
32	2	·	-4	-4
33	-2	-9	2	-10
34	12*	-16	18	-1
35	0	-20	3	-15
36	-3	-13	-1	6

New compounds follow.
#	structure	Ba/F3 V617F tox	S1P4 ag	S1P4 antagonist	BaF3 parental	PERK inh
37	COc1ccccc1/C=C/C=c1\sc2nc(=O)c(Cc3ccccc3)nn2c1=O	-5	1.1	2	2	-0.7
38	N#CC1=C(SCc2ccccc2)NC(=O)CC1c1ccccc1 (centres undefined)	-3	2.2	-8	4	0.3
39	CCOc1cc(/C=N/NC(=O)COc2ccc(Cl)cc2)ccc1OS(=O)(=O)c1ccccc1	-1	2.4	13	0	-0.9
40	COc1cccc(C(=O)CSc2nnnn2C)c1	2	-0.6	6	2	0.4
41	Cc1cc(C)nc(NS(=O)(=O)c2ccc(Br)s2)c1	4	1.8	-13	3	-0.6
42	COc1ccccc1C1CC(c2ccc(NS(C)(=O)=O)cc2)=NN1C(=O)c1ccccc1 (centres undefined)	-4	0.2	2	-2	0.9
43	OC1CCCN(Cc2ccc3ccc4cccc5ccc2c3c45)C1 (centres undefined)	1	0.2	-8	2	-0.3
44	CCN(C(N)=S)c1ccccc1	-1	0.3	-18	1	-0.4
45	COc1cc(C(=S)N2CCCC2)cc(Cl)c1OCC(=O)Nc1ccc(C)cc1C	3	0.4	-11	7	-1.1
46	CC(=O)n1cc(/C=C2/N=C(c3ccccc3)OC2=O)c2ccccc21	4	-2.1	-4	11	0.5
47	CC(C)(C)NC(=S)NCc1ccncc1	2	0.6	6	3	0.5
48	CC1(C)CC(O)CC(C)(C)N1CC(O)COCCOc1ccc(Br)cc1 (centres undefined)	0	0.3	0	3	-0.4

#	Wee1 degr inh	MDM2 E3 inh	eIF4E 4G PPI	NPY2 pot ag
37	-3	-8	18	3
38	-1	-2	-3	-8
39	1	-30	-13	-20
40	2	-2	-1	2
41	-1	-1	-2	-3
42	-3	7	1	12
43	1	-3	2[fluorescence artefact?]	-18
44	-2	0	6	-1
45	-2	1	2	-2
46	1	-17	1	4
47	4	-17	0	2
48	-1	8	-20	4

Following part:
#	structure	Ba/F3 V617F tox	S1P4 ag	S1P4 antagonist	BaF3 parental	PERK inh
49	Cc1c(C=NCCOCc2ccccc2)cnn1C	-3	0.9	-7	8	1.0
50	NS(=O)(=O)c1cccc(NC(=S)NCc2ccc3c(c2)OCO3)c1	-4	0.8	6	1	0.7
51	Cc1cc(C(=O)OCC(=O)Nc2ccc(F)cc2)c(C)o1	5	0.9	-8	7	0.1
52	O=C(c1cc(C2CC2)on1)N1CCN(c2ccccc2)CC1	-1	-0.5	-28	13	0.4
53	CCNC(=O)C1CCCN(c2nc(C)cc(C)n2)C1 (centres undefined)	-3	-0.5	0	7	0.2
54	COc1ccc(CC(=O)NCc2cccs2)cc1OC	-5	1.8	5	1	-0.7
55	Cc1cccc(NC(=O)CSc2c3c(nc4ccccc24)CCC3)n1	-4	-1.9	2	0	1.1
56	c1csc(-c2cnc3ccccc3n2)c1	-3	-0.1	-1	2	0.7
57	CN(C)S(=O)(=O)c1ccc(N2CCCC2)c(C(=O)Nc2nc3c(ccc4ccccc43)s2)c1	-3	-0.8	-10	0	-1.3
58	CCOC(=O)C1=C(C)NC(=O)NC1c1ccc(Br)o1 (centres undefined)	-2	1.3	-6	3	0.3
59	Cc1ccc(CNC(=O)CO/N=C/c2ccc3c(c2)OCO3)cc1	-2	1.5	-6	4	1.2
60	S=C(NC1CCCCC1)N1CCN(C/C=C/c2ccccc2)CC1	2	0.3	-5	9	-1.0
61	Cc1sc2nc(SCC(=O)NCCOCCO)n(C)c(=O)c2c1C	-1	-0.6	-7	7	-0.4
62	CC(=O)Nc1ccc(C(=S)NCCCO)cc1	0	1.4	-29	6	-0.3
63	COc1ccc(CC(=O)Nc2c3c(nn2-c2cccc(C)c2C)CS(=O)C3)cc1OC (centres undefined)	-2	-1.0	19	3	1.3

#	Wee1 degr inh	MDM2 E3 inh	eIF4E 4G PPI	NPY2 pot ag
49	1	-3	5[fluorescence artefact?]	-2
50	4	-1	-2	-4
51	2	-3	-3	-18
52	6	-11	4	-7
53	1	-4	-3	-16
54	0	-7	0	-3
55	2	-23	0	-10
56	1	5	-2[fluorescence artefact?]	6
57	0	-5	2	11
58	-2	-10	-3	0
59	1	3	0	-9
60	2	-13	7[fluorescence artefact?]	3
61	4	-5	3	5
62	2	6	-1	3
63	-1	-2	4	5
